mcGAS lum: cyclic GMP-AMP synthase inhibitors, mouse, primary biochemical chemiluminescence | recombinant cGAS, Kinase-Glo ATP depletion luminescence | inhibition, % at 12.5 µM | 160,000 tested, 0.15% active;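 further: 0% = negative control wells and 100% = reference inhibitor with no enzyme activity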
hcGAS inh: Primary biochemical luminescence assay for human cyclic GMP-AMP synthase inhibitors. AID 1259398, 2018. Q8N884. recombinant h-cGAS, ATP depletion, Kinase-Glo luminescence. 290,000 tested, 0.081% active. inhibition, % at 12.5 µM;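 further: 0% = vehicle reaction and 100% = reaction without DNA for no activity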
Target sequence (Q8N884 whole entry, looked up): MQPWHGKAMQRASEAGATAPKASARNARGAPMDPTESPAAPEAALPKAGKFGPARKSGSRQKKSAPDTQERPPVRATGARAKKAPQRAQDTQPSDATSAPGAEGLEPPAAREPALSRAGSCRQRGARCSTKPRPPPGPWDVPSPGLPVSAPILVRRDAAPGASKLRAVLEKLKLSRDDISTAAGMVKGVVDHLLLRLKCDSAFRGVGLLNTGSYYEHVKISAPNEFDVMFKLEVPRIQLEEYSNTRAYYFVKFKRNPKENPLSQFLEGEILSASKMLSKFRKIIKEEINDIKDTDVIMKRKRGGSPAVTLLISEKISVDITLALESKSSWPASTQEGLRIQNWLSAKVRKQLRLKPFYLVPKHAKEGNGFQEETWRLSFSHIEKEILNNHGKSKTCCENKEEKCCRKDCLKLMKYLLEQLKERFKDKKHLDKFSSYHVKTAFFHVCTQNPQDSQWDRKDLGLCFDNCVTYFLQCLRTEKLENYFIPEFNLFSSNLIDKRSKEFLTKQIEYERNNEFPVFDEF
NPYLR7 ag: agonists of mosquito NPYLR7 receptor, primary screen, cell-based, Aedes aegypti, calcium fluorescence, mosquito biting behavior; Aedes aegypti neuropeptide Y-like receptor 7 (NPYLR7); HEK293T NPYLR7/Galpha15, GCaMP6s calcium fluorescence; activation, % at 10 µM; 270,000 tested, 0.15% active; AID 1259423, 2018; in the data active means activation above about 40%;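 further: 0% = vehicle and 100% = reference agonist at the receptor; some compounds past the cut are filed as inactive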
* hit, by the source's call; / = no result given; & = joins results of further samples. Unless noted, no stated cut-off is given here; in the data, active means inhibition above about 40%; inactive means the rest.

canonical_smiles,mcGAS lum,hcGAS inh,NPYLR7 ag
CCC(C)NC(=O)CN1CCN(c2cncc(OC)n2)CC1 (stereo not given),/,-10,1
CC(=O)N1CCCn2ccnc2C1C1CCN(CCO)CC1 (stereo not given),-5,-19,/
O=C(CCC1CCCN(Cc2ccc(Cl)s2)C1)N1CCN(Cc2ccccc2)CC1 (stereo not given),-11,-8,/
CCCCc1ccc(N2CCn3c2nc2c3c(=O)n(CCOCC)c(=O)n2C)cc1,/,-2,-1
CC(=O)c1ccc(C(=O)N=c2sc3cc(Cl)cc(Cl)c3n2C)cc1,-9,-5,-2
Cc1ccc(C(=O)N(Cc2ccco2)Cc2cc3c(cc2Cl)OCO3)cc1[N+](=O)[O-],-2,-8,-6
O=C(NCCc1csc(-c2cccnc2)n1)c1ccc(-n2cnnc2)cc1,-10,0,1
COc1cc(C(=O)Nc2ccc3c(c2)CCC3)cc(OC)c1OC,/,-5,3
O=C(O)c1ccc(CSc2nc(-c3ccccc3)cc(N3CCN(c4ccccc4Cl)CC3)n2)cc1,-5,-2,8
CC1(C)CC(=O)C2Sc3ccc(Cl)cc3N=C2C1 (stereo not given),/,0,10
COc1cccc(C(=O)N2CCN(c3nc(C)nc(C)c3Cc3ccc(F)cc3)CC2)c1,-4,-5,2
CN1C[C@@H](NC(=O)OCC(C)(C)C)C[C@H]1C(=O)N[C@H]1CCCCNC1=O,/,0,1
Cc1ccccc1C(N)=NOC(=O)c1cccs1,/,-5,28
O=C(NCc1ccco1)c1ccc(CSc2nnc(-c3ccco3)n2-c2ccccc2F)cc1,-8,-4,5
O=C(c1ccc(Cl)s1)N(CCn1cccn1)c1nc2ccccc2s1,-5,0,11
O=C(CN1C(=O)c2ccc([N+](=O)[O-])cc2C1=O)Nc1ccc(Cl)cc1[N+](=O)[O-],-5,-9,-6

A different layout for part of the listing above:
The line under a structure holds: mcGAS lum	hcGAS inh	NPYLR7 ag
- CC1(C)CC(=O)C2Sc3ccc(Cl)cc3N=C2C1 (stereo not given)
  /	0	10
- COc1cccc(C(=O)N2CCN(c3nc(C)nc(C)c3Cc3ccc(F)cc3)CC2)c1
  -4	-5	2
- CN1C[C@@H](NC(=O)OCC(C)(C)C)C[C@H]1C(=O)N[C@H]1CCCCNC1=O
  /	0	1
- Cc1ccccc1C(N)=NOC(=O)c1cccs1
  /	-5	28
- O=C(NCc1ccco1)c1ccc(CSc2nnc(-c3ccco3)n2-c2ccccc2F)cc1
  -8	-4	5

Next entries:
canonical_smiles,mcGAS lum,hcGAS inh,NPYLR7 ag
CCCc1nnnn1CC(=O)Nc1ccc(C)c(F)c1,/,3,-9
Cc1ccc(-c2cnn3c(NCCCn4ccnc4)cc(C)nc23)cc1,-4,-4,7
CCOc1ccc(CC(=O)N2CCC(n3c(C)nc4ccc(C)cc43)CC2)cc1,-9,-8,6
O=C(NCc1c(-c2ccc(F)cc2)nc2n1CCS2)c1cncc(Br)c1,-1,3,-1
COc1ccc(-c2nc(Cn3nc(C)cc3C)c(C)o2)c(F)c1,/,-2,-1
Cn1ccnc1SCc1nc(-c2ccccc2)no1,/,3,-1
COCc1cc(=O)c2c(-c3cccc(C)c3)nn(-c3ccccc3)c2[nH]1,/,-6,10
COCCCN(Cc1c(-c2cccc(C)c2)noc1N1CCOCC1)C(=O)c1ccccc1OC,-5,-9,8
CCOC(=O)c1c(C)c(C(=O)NC2CCCCC2)c(C)n1CC,-6,-8,9
CCc1nc2c(OCC(=O)C(C)(C)C)cccn2c1N(C)C(=O)c1cccs1,2,3,-16
CC(C)=CCN1CCNC(=O)C1CC(=O)N(C)Cc1ncc[nH]1 (stereo not given),-12,1,2
CCOC(=O)C1CCCN(C(=O)Cc2csc(NC(=O)CN(C(=O)c3ccc(Cl)c(Cl)c3)C(C)C)n2)C1 (stereo not given),-5,-8,-8
COc1ccc(OC)c(-n2c(CNC(=O)c3ccco3)nnc2SCC(=O)Nc2ccc(F)cc2)c1,-2,-5,7
CCC(C)C(NC(=O)c1ccccc1Br)C(=O)Nc1nnc(-c2cccc(OC)c2)s1 (stereo not given),-5,-5,13
CCOc1ccccc1CN1CCN(Cc2csc(C(C)=O)c2)CC1CCO (stereo not given),-10,-7,3
CC(NC(=O)c1ccc([N+](=O)[O-])o1)C12CC3CC(CC(C3)C1)C2 (stereo not given),-3,5,2
O=C(CCN1CCCO1)N1CCn2nc(C(=O)N3CCCC3)cc2C1,-17,-5,-2
CCNC(=O)N(CCOC)Cc1c(-c2ccccc2)noc1N1CCc2ccccc2C1,-4,-4,11
O=P1(NCc2ccncc2)C=C(c2ccccc2)SC(c2ccccc2)=C1,0,1,2
CCOC(=O)NC(n1ccnc1)C(F)(F)C(F)(F)C(F)(F)C(F)F (stereo not given),/,-6,-1
COc1ccc(CCn2nc(C(=O)O)c3c2CCN(C(=O)C2CCC2)C3)cc1,/,0,2
Cc1ccc(-n2c(SCc3ccc(C(=O)NCc4ccncc4)cc3)nnc2-c2ccc([N+](=O)[O-])cc2)cc1,0,5,-7
O=C(c1ccc2c(c1)OCO2)C1CCCN(C(=O)c2scc3c2OCCO3)C1 (stereo not given),-12,-8,4
COc1ccccc1-c1cc(C(=O)N2CCN(c3cccc(C(F)(F)F)c3)CC2)nc2cc(C(C)(C)C)nn12,-9&-3,-9&-3,-6&15

Record cards, from the list above. Order of values: mcGAS lum, hcGAS inh, NPYLR7 ag
Listed for `COCc1cc(=O)c2c(-c3cccc(C)c3)nn(-c3ccccc3)c2[nH]1` = /, -6, 10
Listed for `CCc1nc2c(OCC(=O)C(C)(C)C)cccn2c1N(C)C(=O)c1cccs1` = 2, 3, -16
Listed for `CCCCc1ccc(N2CCn3c2nc2c3c(=O)n(CCOCC)c(=O)n2C)cc1` = /, -2, -1
Listed for `COc1cccc(C(=O)N2CCN(c3nc(C)nc(C)c3Cc3ccc(F)cc3)CC2)c1` = -4, -5, 2
Listed for `O=C(NCc1ccco1)c1ccc(CSc2nnc(-c3ccco3)n2-c2ccccc2F)cc1` = -8, -4, 5

The list continues.
Molecule | mcGAS lum | hcGAS inh | NPYLR7 ag
Cc1ccsc1-c1nc(CN(C)Cc2cc(-c3ccncc3)no2)c(C)o1 | -12 | -9 | -5
O=C(Nc1cc(C(F)(F)F)cc(C(F)(F)F)c1)N1CCSC1c1cccnc1 (stereo not given) | -5 | -6 | 2
O=C(OCC(=O)N1CCCCCC1)c1ccc(Br)o1 | / | -5 | -1
CCCn1c(O)c(C=Nc2sc3c(c2C(=O)OCC)CCCC3)c(=O)[nH]c1=S | -3 | -7 | -5
O=C(CN1CCN(c2ccc([N+](=O)[O-])c3cnccc23)CC1)Nc1ccc(F)cc1F | / | -4 | 2
COc1ncccc1CN1CCN(c2cc(-c3nc(C)no3)ccn2)CC1 | -12 | -6 | -5
O=C(COC(=O)c1ccc(S(=O)(=O)C(F)F)cc1)Nc1nc(-c2cc(F)ccc2F)cs1 | / | -5 | -4
Cc1cc(C)c(C2NC(=O)N(C)C3=C2C(=O)N(C2CC2)C3)cc1C (stereo not given) | -6 | -8 | 28
COc1cccc(C(CN2CCN(C(=O)C3CCC3)CC2)OCc2ccc(C#N)cc2)c1 (stereo not given) | -7 | -8 | 1
CCNC(=O)[C@@H]1C[C@@H](N)CN1C(=O)CCN1CCCCO1 | / | -4 | 5
COc1ccccc1C(=O)N(CCC(C)C)Cc1c(-c2ccc(F)cc2)noc1N1CCN(C)CC1 | -3 | -2 | 0
O=C(NCCCn1ccnc1)c1cnn2c1NC(c1ccco1)CC2C(F)(F)F (stereo not given) | -6 | -2 | 12
Cc1ccc(CCC(=O)Nc2ccncc2)cc1Cl | / | -11 | 2
CC(=O)C1=C(C)N(CC2CCCO2)C(=O)C1(NC(=O)CC(C)C)C(F)(F)F (stereo not given) | -3 | -4 | /
CN(C)c1nc2nonc2nc1Nc1cccc(Cl)c1 | -6 | -3 | 0
COc1c(C)cc(C(O)c2ncc(-c3ccccc3C)[nH]2)cc1C (stereo not given) | / | -13 | -2
CCC(C(=O)N1CCC2(CC1)NC(=O)c1cc(F)c(F)cc1N2)c1ccccc1 (stereo not given) | -6 | -6 | 3
COc1ccc(OC)c(C2CC(c3ccccc3Cl)=NN2C(=O)CN2CCC3(CC2)OCCO3)c1 (stereo not given) | -5 | -5 | 14
O=C(Nc1cccc2c1CCN(Cc1ccc3nsnc3c1)C2)c1ccncc1 | / | -2 | 11
N#CCCN(Cc1ccco1)CC(O)COC1CCCc2ccccc21 (stereo not given) | / | -6 | -1
Nc1nc(N)nc(-c2ccc(-c3nc(N)nc(N)n3)cc2)n1 | -2 | 1 | -9
Cn1cc(-c2ccc3c(c2)N(Cc2ccccc2Cl)C(=O)COC3)cn1 | / | -2 | 6
O=C(Nc1cccc(S(=O)(=O)N2CCCC2)c1)c1cnc2n(c1=O)CCS2 | / | -12 | -4
NC(=O)c1ccc(CN2CCC3(CC2)SCC2C(=O)N(c4ccccc4)C(=O)N23)cc1 (stereo not given) | / | -1 | 7
COc1cc(CNC(=O)c2nn(-c3ccc(F)cc3)c3c2CCC3)cc(OC)c1OC | 6 | 15 | -8
Cc1n[nH]c(C)c1CCCNC(=O)CC12CC3CC(CC(C3)C1)C2 | -9 | -9 | 7
CN1C(=O)C(CC(=O)NCc2ccon2)(Cc2ccccc2)c2ccccc21 (stereo not given) | -11 | -6 | 1
CC(CCc1ccco1)Nc1nc(-c2cccnc2)nc2c1cnn2C (stereo not given) | -16 | -9 | 1
CN(CC1CCCC1)C(=O)c1ccccc1Oc1cccnc1 | / | -1 | 0
CN(C)C(N)=NCCC[C@H](N)C(=O)O | -3 | -2 | -2
O=C1[C@@H]2CCCN2C(=O)CN1Cc1cncn1C1CCCCC1 | -7 | -15 | /
CCOc1ccccc1N=CC(C#N)c1nc2ccccc2n1C (stereo not given) | -8 | -7 | -2
CC(C)N1CCN(CCn2ccnc2-c2nccn2C)CC1 | -18 | -10 | 22
C#CC1(OCC(O)CN2CC(C)CC(C)C2)CCCCC1 (stereo not given) | -7 | -6 | 0
Cc1cc(C)n(-c2ccc(Nc3ccc(NC(=O)c4ccc5c(c4)OCO5)cc3)nn2)n1 | -8 | -7 | -4
CC(=O)NCC1CCC2(CCN(Cc3cc4n(n3)CCCNC4)CC2)O1 (stereo not given) | / | -1 | -12
CCc1cccc2c(C(CC(=O)N3CCN(Cc4ccccc4)CC3)c3cccc(OC)c3)c[nH]c12 (stereo not given) | -5 | -7 | 17
CN(Cc1n[nH]c2c1CCCCC2)C(=O)c1cc(COc2ccc(F)c(F)c2)on1 | 1 | 2 | -2
COc1ccc(C(=O)NC(C(=O)NC(C)C)C2CCN(C(=O)c3ccco3)CC2)cc1 (stereo not given) | -6 | -6 | 7
C=CCn1c(=NC(=O)CC)sc2cccc(OCC)c21 | -8 | -5 | 3
CCOC(=O)C1(Cc2cccc(F)c2)CCN(Cc2ccn[nH]2)CC1 | / | -11 | 1
COCCCNC(=O)CC(c1cccc(OC)c1)c1c[nH]c2ccccc12 (stereo not given) | 3 | 5 | /
O=P1(Nc2ccc(SC(F)F)cc2)C=C(c2ccccc2)SC(c2ccccc2)=C1 | -5 | 0 | 1
S=C1NC2(CCCC2)NN1c1ccccc1 | / | 0 | 8
COc1ccc(N2C(=O)/C(=C/c3ccc(Cl)cc3)C=C2c2ccccc2)cc1 | -4 | -4 | 0
O=S(=O)(Oc1ccc(-c2nc3ccccc3o2)cc1CN1CCOCC1)c1cccc(C(F)(F)F)c1 | -5 | -5 | 10
COc1cc(C=C2C(=O)N(C)C(=O)N(C)C2=O)cc(OC)c1OC | -4 | 8 | -6
CC(C)NC(=O)N1CCN(c2ccc(C(C)C)cc2)C(=O)C1C (stereo not given) | -4 | -5 | 2
Cc1nc(C2(NC(=O)CCc3cccs3)CCCCC2)no1 | 1 | 11 | -4
CN1CC(=O)N2CCN(S(=O)(=O)c3ccc(Cl)s3)CC2C1=O (stereo not given) | -15 | 1 | 2
CC(Cc1ccccn1)NC(=O)c1cc(-c2ccncc2)nc2ccccc12 (stereo not given) | -9 | 2 | 11
O=C(c1ccncc1)N1CCC(C(=O)N2C[C@@H]3[C@H](C2)[C@H]2CC[C@@H]3O2)CC1 | / | -3 | 7
Cc1cnc(C(=O)OCC(=O)C(C#N)c2nc(C)cs2)cn1 (stereo not given) | / | -7 | 1
COc1cccc(C(=O)N[C@H]2C[C@@H](C(=O)NCc3cc(F)ccc3C)N(C)C2)c1 | / | 3 | -2
N#CC(=C(O)C(F)(F)F)c1nc2ccccc2c(=O)[nH]1 | / | -1 | 11
COC(=O)CNC1CC(=O)N(c2ccc(F)cc2)C1=O (stereo not given) | -4 | -2 | 0

For reference, some entries already given:
Molecule | mcGAS lum | hcGAS inh | NPYLR7 ag
O=C1[C@@H]2CCCN2C(=O)CN1Cc1cncn1C1CCCCC1 | -7 | -15 | /
CCOc1ccccc1N=CC(C#N)c1nc2ccccc2n1C (stereo not given) | -8 | -7 | -2
CC(C)N1CCN(CCn2ccnc2-c2nccn2C)CC1 | -18 | -10 | 22

High-throughput results (PubChem)
